MT stabilizer: stabilizes microtubules in HeLa cells; HeLa tubulin immunostaining HCS, 24 h; share of cells brighter than vehicle mean+2SD; % tubulin-high responders, % at 10 µM; hit rate 0.83% among 200,000;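 active = plate Z-score above 3 for both tubulin-high and condensed-nucleus cell shares, with cell loss under 80%, at 10 µM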;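 also: anti alpha tubulin signal scored within the nucleus-defined area of each cell; some results filed as inactive read as strong as hits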
Dynein cargo inh: dynein cargo transport inhibition; 3617.4 mouse cells, GR-EGFP nuclear translocation imaging; test concentration mostly 20 µM; stimulated with dexamethasone, 1 µM; active compounds read low; z-score, hits read low; hit rate 0.47% among 220,000; AID 1381;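 active = plate z-score of nuclear minus cytoplasmic receptor signal below a set negative limit, without overly bright fluorescence or cell loss, cut at about -3.5 in these data, passing the limit was not always enough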;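 also: z-score of nuclear minus cytoplasmic ring GR-EGFP intensity difference per well; some compounds called inactive have numbers as strong as hits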
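Buffer or medium: tetracycline-free induction medium containing charcoal-stripped FBS / Reagent: dexamethasone agonist, 1.0 µM final, for 30 min / Technique: automated 10x imaging of fixed Hoechst-stained cells / Times: induction 48 h, compound 1 h, agonist 30 min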
Autophagy mod: modulators of autophagy. MEF GFP-LC3 puncta imaging; test concentration mostly 10 µM. calls only at 10 µM (by protocol). hit rate 0.98% among 190,000. AID 463193;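 active = percentage of spot-positive cells more than 3 SD above its plate mean, without a fluorescence outlier flag or 80% toxicity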;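 also: spot-positive cell cutoff set from DMSO-treated cells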
M1AAP inhibition: P. falciparum M1AAP inhibitors, biochemical, fluorogenic H-Leu-NHMec substrate, 1536-well (AID 1445). recombinant M1AAP, H-Leu-NHMec fluorogenic kinetic assay; higher % means a stronger effect. hit rate 0.42% among 220,000. inhibition, % at 30 µM; hits with a dose series show IC50 in µM;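 active = primary inhibition above the hit cutoff, then over 50% inhibition at one or more dose response concentrations, cut at about 23% in these data, passing the limit was not always enough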;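 also: plate controls were DMSO full reaction for no effect and no enzyme background for full effect; strong numbers were not always called active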
M17LAP inhibition: P. falciparum M17LAP inhibitors, primary screen, biochemical, fluorogenic H-Leu-NHMec substrate, 1536-well (AID 1619); recombinant M17LAP, H-Leu-NHMec fluorogenic kinetic assay; higher % means a stronger effect; inhibition, % at 30 µM; hits with a dose series show IC50 in µM; hit rate 0.38% among 220,000;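 active = compound inhibiting the enzyme by more than half at any dose during confirmatory dose-response retesting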;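 also: plate controls were full reaction with DMSO carrier for no effect and no enzyme background for full effect; strong numbers were not always called active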
b-catenin transl: beta-catenin nuclear translocation modulation. nuclear translocation activity, % at 5 µM. hit rate 0.3% among 190,000. AID 1665. HeLa beta-catenin nuclear translocation, immunofluorescence imaging;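 active = nuclear translocation activity above 50% at 5 µM, with a well cell count of 50 or more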;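 also: per-cell ratio of nuclear to cytoplasmic median beta-catenin stain intensity; plate controls were DMSO negative control for no effect and GSK-3 inhibitor IX positive control for full effect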
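Test system: human HeLa cells, native beta-catenin. Compound dosing: 5 µM primary single dose, 0.1% DMSO, 0.02–20 µM confirmation series. Incubation: compound exposure 24 h at 37°C. Detection: beta-catenin immunostaining with DAPI counterstain, 20x imaging, 6 fields/well. Read-out basis: Nuclear/cytoplasmic beta-catenin signal ratio, % activation.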
CSM14.1 death rescue: protection against thapsigargin-triggered cell killing – 384-well, CSM14.1, ATP luminescence, primary screen (AID 1222); cellular ATP content (survival), % at 20 µM, or EC50 in µM where a hit was titrated; 190,000 tested, under 10 active; CSM14.1 thapsigargin-induced death rescue, ATP luminescence; higher % means a stronger effect;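 active = EC50 below 50 µM in the dose-response confirmation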;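 also: death triggered by thapsigargin at about 15 µM added after 2 h compound pretreatment; cell ATP read after overnight thapsigargin exposure of roughly 18 to 22 hours; normalized against plate controls of thapsigargin alone and 5% DMSO vehicle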
UTI89 phage lysis: inhibition of K1F phage lysis, E. coli UTI89, bacterial capsule biogenesis inhibitors, alamar blue (AID 488966) | E. coli UTI89 K1F phage lysis, alamar blue, 2 h; higher % means a stronger effect | inhibition, % at 100 µM; hits with a dose series show IC50 in µM | hit rate 0.02% among 340,000;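 active = phage lysis inhibition, versus mean bacterial control, above a set limit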;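 also: capsule biogenesis inhibitors block K1F phage lysis so surviving cells raise fluorescence; higher fluorescence means more inhibition of phage lysis; actives were called in the ten point dose series up to 300 µM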
Ins promoter up: MIN6 insulin promoter up-regulation; MIN6 insulin promoter-GFP reporter, high-content imaging; active compounds read high; z-score at 5 µM; hit rate 0.3% among 190,000;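 active = z-score above 3 at 5 µM with at least 500 cells counted in the well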
Dynein cargo inh cytoplasmic EGFP: further read-out of Dynein cargo inh, marked with its call; z-score; measured here: cytoplasmic GR-EGFP intensity; active compounds read high
Dynein cargo inh nuclear GR-EGFP: further read-out of Dynein cargo inh, marked with its call; z-score; measured here: nuclear GR-EGFP intensity;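 lower value marks the stronger effect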
Dynein cargo inh cell count: also measured in Dynein cargo inh; calls as there; z-score; measured here: cell count per field
Ins promoter up cell count: also measured in Ins promoter up; calls as there; cell count; measured here: cytotoxicity, nuclei count;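 total cells summed across four imaged fields per well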
b-catenin transl cell count 5 µM: further read-out of b-catenin transl, marked with its call; cell count; measured here: cell count, cytotoxicity flag
MT stabilizer Hoechst-high %: recorded beside MT stabilizer, whose call it bears; % Hoechst-high responders; measured here: nuclear condensation Hoechst responders;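 share of cells brighter than vehicle mean plus two SD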
MT stabilizer cytotoxicity %: further read-out of MT stabilizer, marked with its call; toxicity, %; measured here: cytotoxicity by cell density;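 0% = mean cell density of plate MIN control wells and 100% = no cells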
Autophagy mod cell loss 18 h: recorded beside Autophagy mod, whose call it bears; toxicity, %; measured here: cell loss, nuclei count;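 cell loss after 18 h compound exposure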
* marks the source's active call; other numbers are inactive results. No enrichment for hits (roughly 2.9% active in at least one column).

How did CCOC(=O)N1CCC(NC(=O)CCCN2C(=O)CSc3ncccc32)CC1 do in these assays?
MT stabilizer: 2.9; Dynein cargo inh: -0.44; Autophagy mod: inactive; M1AAP inhibition: -4%; M17LAP inhibition: -8%; b-catenin transl: -4.5; CSM14.1 death rescue: -0.9%; UTI89 phage lysis: 0.0%; Ins promoter up: 0.11; Dynein cargo inh cytoplasmic EGFP: -0.15; Dynein cargo inh nuclear GR-EGFP: -0.004; Dynein cargo inh cell count: 0.011; Ins promoter up cell count: 1151; b-catenin transl cell count 5 µM: 1146; MT stabilizer Hoechst-high %: 3.7; MT stabilizer cytotoxicity %: 12; Autophagy mod cell loss 18 h: 9

Results for Cn1c(=O)[nH]c(=O)c2c1nc(N1CCCCCC1)n2CCCSc1nc2ccccc2o1 ?
MT stabilizer: 1.5; Dynein cargo inh: -0.56; Autophagy mod: inactive; M1AAP inhibition: -2%; M17LAP inhibition: 1%; CSM14.1 death rescue: -0.7%; UTI89 phage lysis: 0.0%; Ins promoter up: -0.88; Dynein cargo inh cytoplasmic EGFP: 0.28; Dynein cargo inh nuclear GR-EGFP: 0.05; Dynein cargo inh cell count: -0.53; Ins promoter up cell count: 1306; MT stabilizer Hoechst-high %: 2.1; MT stabilizer cytotoxicity %: 6.9; Autophagy mod cell loss 18 h: 0

Results for CC(C)CC(=O)NC(=S)Nc1ccc(F)cc1F ?
MT stabilizer: 2.0; Dynein cargo inh: -0.77; Autophagy mod: inactive; M1AAP inhibition: 10%; M17LAP inhibition: 3%; b-catenin transl: 0.6; CSM14.1 death rescue: -0.1%; UTI89 phage lysis: 0.1%; Dynein cargo inh cytoplasmic EGFP: -0.15; Dynein cargo inh nuclear GR-EGFP: -0.57; Dynein cargo inh cell count: -0.51; b-catenin transl cell count 5 µM: 1426; MT stabilizer Hoechst-high %: 3.5; MT stabilizer cytotoxicity %: 3.9; Autophagy mod cell loss 18 h: 12

How did COc1ccc(CCn2c(=O)[nH]c3cc(C(=O)NCCc4ccccc4)ccc3c2=O)cc1OC do in these assays?
MT stabilizer: 3.4; Dynein cargo inh: 0.045; Autophagy mod: inactive; M1AAP inhibition: 10%; M17LAP inhibition: 12%; b-catenin transl: -2.8; CSM14.1 death rescue: 0.1%; Ins promoter up: -0.42; Dynein cargo inh cytoplasmic EGFP: -0.13; Dynein cargo inh nuclear GR-EGFP: -0.14; Dynein cargo inh cell count: -0.9; Ins promoter up cell count: 1510; b-catenin transl cell count 5 µM: 1044; MT stabilizer Hoechst-high %: 1.6; MT stabilizer cytotoxicity %: 3.3; Autophagy mod cell loss 18 h: 15

How did CC(=O)/C=C1\N(C)c2ccc(C)cc2C1(C)C do in these assays?
MT stabilizer: 2.4; Dynein cargo inh: -0.12; Autophagy mod: inactive; M1AAP inhibition: 8%; M17LAP inhibition: 3%; b-catenin transl: -0.9; CSM14.1 death rescue: 0.3%; UTI89 phage lysis: 0.5%; Ins promoter up: -2.3; Dynein cargo inh cytoplasmic EGFP: -0.18; Dynein cargo inh nuclear GR-EGFP: -0.024; Dynein cargo inh cell count: 0.23; Ins promoter up cell count: 710; b-catenin transl cell count 5 µM: 1043; MT stabilizer Hoechst-high %: 2.3; MT stabilizer cytotoxicity %: 1.7; Autophagy mod cell loss 18 h: 9

How did CC12CC(NC(=O)N1c1cccc(C(=O)NCc3ccc4c(c3)OCO4)c1)c1cc(Cl)ccc1O2 (stereo unspecified) do in these assays?
MT stabilizer: 22; Dynein cargo inh: -0.13; Autophagy mod: inactive; M1AAP inhibition: 3%; M17LAP inhibition: 1%; CSM14.1 death rescue: -0.8%; UTI89 phage lysis: 2.4%; Ins promoter up: -0.1; Dynein cargo inh cytoplasmic EGFP: 0.018; Dynein cargo inh nuclear GR-EGFP: 0.23; Dynein cargo inh cell count: 0.47; Ins promoter up cell count: 822; MT stabilizer Hoechst-high %: 6.5; MT stabilizer cytotoxicity %: 11; Autophagy mod cell loss 18 h: -2

How did COCCNC(=O)C(c1cccnc1)N(Cc1ccccc1)C(=O)Cn1nnc2ccccc21 (stereo unspecified) do in these assays?
MT stabilizer: 9.8; Dynein cargo inh: -0.68; Autophagy mod: inactive; M1AAP inhibition: 2%; M17LAP inhibition: 19%; b-catenin transl: -0.8; CSM14.1 death rescue: 1.3%; UTI89 phage lysis: -0.9%; Ins promoter up: -0.57; Dynein cargo inh cytoplasmic EGFP: -0.34; Dynein cargo inh nuclear GR-EGFP: -0.43; Dynein cargo inh cell count: 0.5; Ins promoter up cell count: 1260; b-catenin transl cell count 5 µM: 1179; MT stabilizer Hoechst-high %: 0.9; MT stabilizer cytotoxicity %: 4.5; Autophagy mod cell loss 18 h: 37

How did Nc1nc(N)nc(-c2ccc(Cl)cc2)n1 do in these assays?
MT stabilizer: 1.9; Dynein cargo inh: -0.33; Autophagy mod: inactive; M1AAP inhibition: 8%; M17LAP inhibition: -3%; CSM14.1 death rescue: 1.2%; UTI89 phage lysis: 0.1%; Ins promoter up: 0.13; Dynein cargo inh cytoplasmic EGFP: -0.13; Dynein cargo inh nuclear GR-EGFP: -0.36; Dynein cargo inh cell count: 0.78; Ins promoter up cell count: 1045; MT stabilizer Hoechst-high %: 3.0; MT stabilizer cytotoxicity %: 1.6; Autophagy mod cell loss 18 h: -41

Results for Cc1ccc(-c2csc(NC(=O)CSC3=NCCS3)n2)cc1 ?
MT stabilizer: 2.3; Dynein cargo inh: -0.16; Autophagy mod: inactive; M1AAP inhibition: 7%; M17LAP inhibition: 7%; b-catenin transl: 2.2; CSM14.1 death rescue: -7.5%; UTI89 phage lysis: 1.1%; Dynein cargo inh cytoplasmic EGFP: -0.15; Dynein cargo inh nuclear GR-EGFP: -0.12; Dynein cargo inh cell count: -1.2; b-catenin transl cell count 5 µM: 610; MT stabilizer Hoechst-high %: 2.4; MT stabilizer cytotoxicity %: 7.6; Autophagy mod cell loss 18 h: 1

How did O=[N+]([O-])c1cccc(-n2nnnc2CN2CCCCCC2)c1 do in these assays?
MT stabilizer: 3.1; Dynein cargo inh: -1.1; Autophagy mod: inactive; M1AAP inhibition: -1%; M17LAP inhibition: 6%; b-catenin transl: -0.1; CSM14.1 death rescue: -0.3%; UTI89 phage lysis: 0.1%; Ins promoter up: 0.12; Dynein cargo inh cytoplasmic EGFP: -0.21; Dynein cargo inh nuclear GR-EGFP: -0.63; Dynein cargo inh cell count: 0.66; Ins promoter up cell count: 1745; b-catenin transl cell count 5 µM: 1095; MT stabilizer Hoechst-high %: 1.4; MT stabilizer cytotoxicity %: 6.1; Autophagy mod cell loss 18 h: -31

How did CC(Oc1ccc(NC(=O)c2ccco2)cc1)C(=O)N1c2ccccc2CC1C (stereo unspecified) do in these assays?
MT stabilizer: 6.0; Dynein cargo inh: 1.7; Autophagy mod: inactive; M1AAP inhibition: 1%; M17LAP inhibition: -8%; b-catenin transl: -1.6; CSM14.1 death rescue: 0.0%; UTI89 phage lysis: 0.0%; Ins promoter up: 2.4; Dynein cargo inh cytoplasmic EGFP: -0.2; Dynein cargo inh nuclear GR-EGFP: 1; Dynein cargo inh cell count: -1.8; Ins promoter up cell count: 1086; b-catenin transl cell count 5 µM: 1143; MT stabilizer Hoechst-high %: 4.7; MT stabilizer cytotoxicity %: 7.0; Autophagy mod cell loss 18 h: -10

Results for CCNC(=O)NC(=O)C(C)OC(=O)c1cccnc1SC (stereo unspecified) ?
MT stabilizer: 2.0; Dynein cargo inh: -0.1; Autophagy mod: inactive; UTI89 phage lysis: 0.5%; Dynein cargo inh cytoplasmic EGFP: -0.28; Dynein cargo inh nuclear GR-EGFP: -0.033; Dynein cargo inh cell count: -0.058; MT stabilizer Hoechst-high %: 1.6; MT stabilizer cytotoxicity %: 4.7; Autophagy mod cell loss 18 h: 0

Results for N#CCCN(C(=O)COC(=O)Cc1ccc(Br)cc1)c1ccccc1 ?
MT stabilizer: 5.8; Dynein cargo inh: 0.47; Autophagy mod: inactive; M1AAP inhibition: -8%; M17LAP inhibition: -3%; b-catenin transl: -0.5; CSM14.1 death rescue: 1.3%; UTI89 phage lysis: -0.1%; Ins promoter up: 1.1; Dynein cargo inh cytoplasmic EGFP: -0.3; Dynein cargo inh nuclear GR-EGFP: 0.48; Dynein cargo inh cell count: -1; Ins promoter up cell count: 1103; b-catenin transl cell count 5 µM: 1037; MT stabilizer Hoechst-high %: 2.2; MT stabilizer cytotoxicity %: 17; Autophagy mod cell loss 18 h: 1

How did CCOc1ccc(OCC)c(NC(=O)C(NS(=O)(=O)c2ccc3c(c2)oc(=O)n3C)C(C)C)c1 (stereo unspecified) do in these assays?
MT stabilizer: 2.1; Dynein cargo inh: -0.9; Autophagy mod: inactive; M1AAP inhibition: -4%; M17LAP inhibition: -6%; b-catenin transl: -0.7; CSM14.1 death rescue: 1.1%; UTI89 phage lysis: 6.1%; Ins promoter up: -0.43; Dynein cargo inh cytoplasmic EGFP: -0.18; Dynein cargo inh nuclear GR-EGFP: -0.32; Dynein cargo inh cell count: 0.42; Ins promoter up cell count: 1379; b-catenin transl cell count 5 µM: 932; MT stabilizer Hoechst-high %: 1.2; MT stabilizer cytotoxicity %: 7.4; Autophagy mod cell loss 18 h: 43

Source: PubChem BioAssay
